Pf gametocyte = inhibitors of late stage P. falciparum gametocyte viability. inhibition, % at 10.9 µM. hit rate 0.065% among 150,000. P. falciparum stage V gametocytes, ATP luminescence, 24 h;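 active means inhibition above the mean plus 3 SD of compounds within the control limits, set per campaign, cut at about 38% in these data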;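 further: 0% = DMSO wells and 100% = medium only without gametocytes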
Mcl1 Noxa PPI = Mcl-1/Noxa interaction inhibition; inhibition, % at 21.7 µM; AID 1022; Q07820; hit rate 1.5% among 220,000; TR-FRET Mcl-1/Noxa peptide binding, 2 h;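 active means compounds that cut the protein-peptide binding signal by more than 50% relative to plate controls in a single-dose test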;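 further: His-tagged Mcl-1 with rhodamine Noxa BH3 peptide and terbium anti-His antibody; 0% = Mcl-1 plus Noxa peptide wells and 100% = peptide-only wells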
Target sequence (Q07820 whole entry, looked up): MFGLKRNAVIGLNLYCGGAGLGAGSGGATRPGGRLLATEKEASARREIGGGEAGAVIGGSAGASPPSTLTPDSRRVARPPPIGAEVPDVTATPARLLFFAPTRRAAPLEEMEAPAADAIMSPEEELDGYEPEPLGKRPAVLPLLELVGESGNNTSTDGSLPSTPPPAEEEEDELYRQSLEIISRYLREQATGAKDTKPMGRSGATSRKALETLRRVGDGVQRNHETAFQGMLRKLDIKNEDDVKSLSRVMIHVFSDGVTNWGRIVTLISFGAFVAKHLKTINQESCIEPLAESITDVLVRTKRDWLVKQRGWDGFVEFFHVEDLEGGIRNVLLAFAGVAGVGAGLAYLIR
Rac1 wt GTP bind = human Rac1 wildtype GTP binding, inhibitors and activators; hit rate 0.27% among 190,000; GTP binding activity (% of control), % at 10 µM; P63000; GST-Rac1 beads, fluorescent GTP binding, flow cytometry; actives lie on both sides; 0 = cold GTP competed, 100 = untreated; AID 757;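 active means GTP binding activity at least 20 points away from the 100% control level, either lower or higher; inconclusive means compound flagged as likely green fluorescent, judged across all proteins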
RGS8-Gao reg = human RGS8-Galphao interaction regulation | multiplexed bead flow cytometry, RGS8-Galphao binding; actives lie on both sides | P09471 | response (percent of control binding), % at 10 µM | hit rate 0.34% among 220,000 | AID 1423; in the data active means response below about 60% or above about 140%; inactive means in between;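 further: Galphao activated as the GDP aluminium fluoride complex binding bead-coupled RGS8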
Target sequence (P09471 whole entry, looked up): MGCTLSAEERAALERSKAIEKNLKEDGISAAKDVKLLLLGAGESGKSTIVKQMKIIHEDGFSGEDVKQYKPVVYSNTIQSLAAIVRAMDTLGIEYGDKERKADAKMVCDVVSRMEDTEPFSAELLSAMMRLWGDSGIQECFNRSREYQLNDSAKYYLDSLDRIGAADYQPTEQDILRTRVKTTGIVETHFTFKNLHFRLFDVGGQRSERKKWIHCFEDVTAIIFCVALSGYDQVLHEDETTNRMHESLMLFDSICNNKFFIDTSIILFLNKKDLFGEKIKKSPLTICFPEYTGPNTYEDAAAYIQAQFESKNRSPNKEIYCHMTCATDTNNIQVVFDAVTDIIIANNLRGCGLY
Cdc42 wt GTP = changes GTP binding to wildtype human Cdc42. GST-Cdc42 beads, Bodipy-GTP binding, flow cytometry; actives lie on both sides. percent activity (GTP binding), % at 10 µM. hit rate 0.2% among 190,000;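 active means percent activity GTP binding at least 20 points away from the 100% baseline, either down as inhibitor or up as activator; inconclusive means compound flagged as likely green fluorescent from well-wide comparison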;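 further: median bead fluorescence of bound Bodipy-FL-GTP at 100 nM; 0% = excess unlabeled GTP control and 100% = no compound control; below 100% means less GTP binding so inhibitor and above means activator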
Target sequence (P60953 whole entry, looked up): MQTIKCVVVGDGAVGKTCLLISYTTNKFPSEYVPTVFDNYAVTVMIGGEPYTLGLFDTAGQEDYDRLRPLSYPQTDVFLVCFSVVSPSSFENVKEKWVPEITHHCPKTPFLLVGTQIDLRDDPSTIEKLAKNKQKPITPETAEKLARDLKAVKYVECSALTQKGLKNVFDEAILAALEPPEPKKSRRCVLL
Rab2 wt GTP = changes GTP binding to wildtype dog Rab2A, up or down; P61105; GST-Rab2 wt beads, Bodipy-GTP binding, flow cytometry; GTP binding activity, % at 10 µM; hit rate 0.19% among 190,000; AID 760;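 active means GTP binding activity at least 20 points away from 100%, either lowered or raised; inconclusive means signal likely due to the compound's own green fluorescence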;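 further: 0% = beads with excess unlabeled GTP and 100% = no-compound control corrected for plate trend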
Rab7 wt GTP bind = modulators of GTP binding to dog Rab7 wildtype GTPase | GST-Rab7 beads, fluorescent GTP binding, flow cytometry; actives lie on both sides; untreated = 100%, excess cold GTP = 0% | GTP binding activity (percent of control), % at 10 µM | hit rate 0.055% among 190,000 | AID 758;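 active means fluorescent GTP binding to Rab7 beads changed by at least 20 points from the 100% baseline, either direction, mostly lower; inconclusive means compound itself probably fluorescent, or too few beads counted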;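 further: median green fluorescence of bound Bodipy-FL-GTP per Rab7 bead population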
Rac1 act GTP bind = alters GTP binding to activated mutant human Rac1 | P63000 | hit rate 0.11% among 190,000 | GST-Rac1 activated beads, fluorescent GTP binding, flow cytometry; actives lie on both sides; 100% means binding = to untreated wells | percent activity (GTP binding), % at 10 µM;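 active means GTP binding at least 20 percentage points away from the 100% baseline, in either direction, so actives lie on both sides; inconclusive means Compound likely fluorescent itself, or too few beads counted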
Mcl-1 Bim block = human Bim-Mcl-1 interaction inhibition | Bead-based flow cytometry, Bim peptide-Mcl-1 binding | hit rate 0.1% among 190,000 | AID 1009 | inhibition, % at 10 µM | Q07820; in the data active means inhibition above about 40%;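 further: 0% = no compound tracer wells and 100% = peptide blocker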
Mcl1-Bid inh = disrupts binding of human Mcl-1 to Bid peptide; TR-FRET Mcl-1/Bid-Dy647 peptide binding, 1536-well; inhibition, % at 21.7 µM; hit rate 0.97% among 220,000;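 active means compounds that cut the binding signal by more than half at the single screening dose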;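 further: His-tagged Mcl-1 with europium anti-His antibody binding Bid BH3 peptide; 0% = Mcl-1 plus peptide wells and 100% = peptide-only wells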
HRas wt GTP = modulators of GTP binding to human HRas wildtype; GST-Ras wt beads, Bodipy-FL-GTP binding, flow cytometry; actives lie on both sides; GTP binding activity, % at 10 µM; hit rate 0.14% among 190,000;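 active means GTP binding activity at least 20% away from the 100% baseline, either lowered as inhibitor or raised as activator; inconclusive means flagged as likely green fluorescent, judged across all proteins in the well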;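 further: 0% = unlabeled GTP competition control and 100% = no-compound control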
Target sequence (P01112 whole entry, looked up): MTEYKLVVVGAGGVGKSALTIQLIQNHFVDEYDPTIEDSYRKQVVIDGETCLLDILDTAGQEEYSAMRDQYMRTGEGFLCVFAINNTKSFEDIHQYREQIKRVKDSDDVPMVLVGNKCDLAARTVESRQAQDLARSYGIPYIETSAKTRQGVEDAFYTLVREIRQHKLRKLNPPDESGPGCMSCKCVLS
Starred values were filed as active, the others as inactive; ? = inconclusive; . = not tested or not shown.

SMILES | Pf gametocyte | Mcl1 Noxa PPI | Rac1 wt GTP bind | RGS8-Gao reg | Cdc42 wt GTP | Rab2 wt GTP | Rab7 wt GTP bind | Rac1 act GTP bind | Mcl-1 Bim block | Mcl1-Bid inh | HRas wt GTP
CCCCCC(=O)N1CC2(C)CN(C(=O)CCCCC)CC(C)(C1)C2=O | 0 | 40 | ? | 101 | ? | ? | ? | ? | 2 | -9 | ?
COc1ccc(CCNC(=O)c2nc3ncccn3n2)cc1OC | 6 | . | 89 | 101 | 95 | 92 | 91 | 93 | -3 | 7 | 93
O=c1cc(O)c2ccccc2n1Cc1ccccc1Cl | -15 | 19 | 89 | 97 | 91 | 94 | 101 | 90 | 0 | -43 | 95
CCCn1c(N)c(Sc2ccccc2)c(=O)n(CCC)c1=O | 22 | 4 | 107 | 99 | 104 | 105 | 104 | 100 | -3 | -7 | 105
COc1ccc(N2C(=O)CSC2c2ccncc2)cc1 (stereo unspecified) | 0 | 10 | 102 | 99 | 102 | 103 | 101 | 99 | -2 | -16 | 101
CCOC(=O)C1C(C(=O)NN)C1C(=O)Nc1ccccc1 (stereo unspecified) | 20 | 8 | 102 | 102 | 102 | 100 | 98 | 100 | 0 | -4 | 101
CC1(C)CC2CC(C)(CN2S(=O)(=O)c2ccc(C(=O)Nc3ccc(Cl)c(S(=O)(=O)N4CCOCC4)c3)cc2)C1 (stereo unspecified) | . | -15 | 107 | 109 | 107 | 104 | 100 | 103 | -3 | -5 | 105
CC(=O)Nc1ccc(NC(=O)C2CCCN(c3nnc(-n4cccc4)s3)C2)cc1 (stereo unspecified) | . | 20 | 101 | 100 | 102 | 97 | 97 | 98 | 0 | -103 | 99
Cc1ccc(-n2cccc2/C=C2/C(=N)N3C(=NC2=O)SN=C3S(C)(=O)=O)cc1Cl | . | 116* | 100 | 70 | 103 | 97 | 102 | 97 | 12 | 97* | 98
Cc1sc2nc(SCc3nc(-c4cccs4)no3)n(-c3ccccc3)c(=O)c2c1C | . | 6 | 101 | 102 | 101 | 97 | 95 | 99 | 0 | -10 | 100
Cc1cc(-n2nnc3ccccc32)nc2ccccc12 | . | 1 | 105 | 102 | 102 | 100 | 100 | 97 | -2 | 0 | 101
CC(C)CN1CCN(C2CCN(C(C)C)CC2)C(CCO)C1 (stereo unspecified) | . | 8 | 97 | 100 | 96 | 96 | 96 | 96 | 0 | -1 | 95
CC(=O)Nc1ccc(C(=O)NCCCOC(C)C)cc1 | -3 | 0 | 97 | 95 | 96 | 97 | 97 | 94 | -1 | 14 | 96
COc1ccc(OC(=O)COc2ccc(C)cc2)cc1 | -7 | 15 | 99 | 86 | 110 | 100 | 97 | 99 | 0 | -17 | 98
CC(OC(=O)CCCc1nc2ccccc2s1)C(N)=O (stereo unspecified) | -9 | -6 | 104 | 98 | 104 | 101 | 100 | 100 | -6 | -21 | 101
CCCCCCC(=O)Nc1c2c(nc3ccccc13)N(C)CC2 | -13 | 24 | 105 | 105 | 104 | 105 | 105 | 101 | 0 | 9 | 102
CCC(C)(C)NC(=O)C(c1ccc(F)cc1)N(Cc1cccc(OC)c1)C(=O)c1cnccn1 (stereo unspecified) | 1 | -17 | 93 | 104 | 92 | 90 | 96 | 92 | 2 | -13 | 91
CCC(C)Nc1cc(C)nc2ncnn12 (stereo unspecified) | -9 | -18 | 101 | 103 | 95 | 99 | 104 | 96 | -3 | -21 | 101
CC(=O)CC(=O)Nc1ncccn1 | 10 | 21 | 95 | 103 | 94 | 91 | 93 | 93 | 0 | -16 | 94
CS(=O)(=O)N(CC(=O)Nc1ccc2c(c1)OCCO2)Cc1ccc(Cl)cc1 | 7 | -12 | 94 | 89 | 93 | 95 | 96 | 92 | -1 | -8 | 97
Cc1cccc(OCCSc2nc3c([nH]2)c(=N)ncn3Cc2ccccc2)c1 | . | 9 | 99 | . | 100 | 93 | 93 | 95 | -1 | 7 | 97
C=CCNC(=O)c1ccc(Sc2ccccc2)c([N+](=O)[O-])c1 | -4 | 2 | 99 | 101 | 103 | 102 | 97 | 99 | -1 | -10 | 102
CCCCOc1cccc(C(=O)NNC(=S)NC2CCCCC2)c1 | . | -63 | 105 | 102 | 101 | 102 | 104 | 98 | . | -49 | 101
COc1ccccc1C(=O)NC(=S)Nc1ccc(N2CCOCC2)c(Cl)c1 | -1 | 21 | 97 | 101 | 90 | 95 | 100 | 92 | -3 | -19 | 93
O=C(NNC(=O)c1ccc(Cl)cc1Cl)c1cccs1 | 8 | 5 | 96 | 102 | 96 | 97 | 102 | 96 | -2 | -28 | 96

Other entries follow.
SMILES | Pf gametocyte | Mcl1 Noxa PPI | Rac1 wt GTP bind | RGS8-Gao reg | Cdc42 wt GTP | Rab2 wt GTP | Rab7 wt GTP bind | Rac1 act GTP bind | Mcl-1 Bim block | Mcl1-Bid inh | HRas wt GTP
O=C(NC(NC(=S)Nc1ccc(Cl)c(Cl)c1)C(Cl)(Cl)Cl)c1ccco1 (stereo unspecified) | . | -2 | 100 | 95 | 98 | 100 | 98 | 100 | 0 | -6 | 101
COc1ccc(CN2CCNC(=O)C2CC(=O)N(C)Cc2ccon2)c(OC)c1 (stereo unspecified) | . | 0 | 99 | 98 | 97 | 98 | 97 | 95 | -1 | -47 | 98
COc1ccc(S(=O)(=O)NC2CCCCC2)cc1-n1cnnn1 | -11 | 2 | 101 | 101 | 98 | 102 | 106 | 99 | 0 | -22 | 104
O=C(CSc1nnc(-c2ccncc2)n1-c1ccc(Cl)cc1)NCc1cccs1 | . | 9 | 99 | 97 | 97 | 96 | 97 | 94 | -3 | -18 | 96
Clc1ccccc1OCCCCn1ccnc1 | . | 18 | 109 | 111 | 103 | 103 | 101 | 102 | -5 | -8 | 103
CC(C)c1ccc(/C=N/N2CCCCC2)cc1 | -23 | 14 | 102 | 103 | 97 | 98 | 97 | 97 | -6 | 0 | 99
Cc1ccc(S(=O)(=O)N2CCCCC2C(=O)O)s1 (stereo unspecified) | -2 | 6 | 97 | 99 | 91 | 99 | 107 | 92 | 0 | -8 | 98
C=CCn1c(=O)c2c(C)c(C)sc2n2c(Nc3ccc(OC)cc3)nnc12 | -8 | -2 | 92 | 101 | 91 | 93 | 92 | 92 | 0 | -2 | 93
CCOc1cc(/C=N/O)cc(Br)c1OC | . | -10 | 103 | 104 | 98 | 100 | 99 | 97 | -4 | 12 | 100
COc1ccc(N/C(N)=N/c2nc(CSc3nnc(C)s3)cc(=O)[nH]2)cc1 | 7 | -4 | 102 | 98 | 97 | 96 | 103 | 98 | 0 | -33 | 99
CC(C)Cn1c(N)c(C(=O)COC(=O)[C@@H]2CCCN2C(=O)c2cccs2)c(=O)n(C)c1=O | 9 | 5 | 95 | 100 | 95 | 98 | 105 | 94 | -2 | -25 | 97
COc1ccc(-n2c(SCCC#N)nnc2-c2cc(Cl)ccc2OC)cc1Cl | . | -109 | 98 | 100 | 97 | 95 | 94 | 96 | -3 | -26 | 97
CC(NC(=S)Nc1ccc(F)cc1)C(c1cccs1)N1CCOCC1 (stereo unspecified) | . | 0 | 95 | 105 | 92 | 95 | 94 | 95 | 0 | -25 | 94
Cn1c(N)c(C(=O)COC(=O)CCCOc2ccc(Cl)cc2Cl)c(=O)n(C)c1=O | -7 | 3 | ? | 105 | ? | ? | ? | ? | 0 | -29 | ?
O=C(CC(Nc1ccccc1Cl)C(=O)OCC(=O)c1cccs1)c1ccccc1 (stereo unspecified) | -1 | 3 | 107 | 100 | 109 | 107 | 100 | 104 | -1 | -6 | 107
Fc1ccc(OCc2nn3c(Cn4nnc5ccccc54)nnc3s2)cc1 | . | -3 | ? | 97 | ? | ? | ? | ? | -2 | -2 | ?
CC(=O)NC1Sc2ccccc2N=C1c1ccccc1 (stereo unspecified) | . | 5 | 101 | 96 | 95 | 98 | 101 | 98 | 1 | -65 | 100
O=C1CSC(c2ccncc2)N1Cc1ccccc1 (stereo unspecified) | . | 22 | 89 | 99 | 91 | 95 | 101 | 93 | 0 | 93* | 92
Cc1cc(C)nc(SCCC(=O)Nc2ccccc2C)n1 | . | -20 | 99 | 100 | 100 | 99 | 99 | 100 | 3 | -20 | 100
Cc1cccc(NC(=S)NCc2ccccn2)c1 | -39 | 8 | 98 | 104 | 103 | 102 | 97 | 98 | 0 | -84 | 103
COC(=O)c1c(NC(=O)CCCC(=O)O)sc2c1CCCCC2 | 12 | 20 | 94 | 101 | 97 | 96 | 101 | 93 | -1 | -23 | 96
CCc1ccc2oc(-c3ccc(N)cc3)nc2c1 | . | 11 | 99 | 103 | 100 | 104 | 103 | 100 | -2 | 9 | 102
CCCSc1nc(C)c(CC(=O)OCC)c(=O)[nH]1 | -14 | 0 | 99 | 102 | 96 | 96 | 95 | 96 | 0 | -29 | 97
CN(Cc1ccccc1NCC(=O)Nc1ccccc1C#N)C1CCCCC1 | -4 | -13 | 99 | 101 | 98 | 99 | 96 | 95 | -2 | -15 | 97
Cc1cc(C)c(C)c(N=Nc2nc3ccccc3n2C)c1C | 15 | -4 | 108 | 96 | 103 | 100 | 96 | 101 | -3 | 12 | 101

Remaining list, next part:
SMILES | Pf gametocyte | Mcl1 Noxa PPI | Rac1 wt GTP bind | RGS8-Gao reg | Cdc42 wt GTP | Rab2 wt GTP | Rab7 wt GTP bind | Rac1 act GTP bind | Mcl-1 Bim block | Mcl1-Bid inh | HRas wt GTP
O=C1c2ccccc2C(=O)N1C/C=C/c1ccccc1 | . | 1 | 95 | 103 | 99 | 96 | 96 | 96 | -1 | -3 | 97
CC(=O)c1cc(NC(=O)c2cccc(C(F)(F)F)c2)c(=O)oc1C | -7 | 7 | 92 | 99 | 93 | 95 | 95 | 90 | 0 | -19 | 95
O=C(NC1CC1)C1=C[C@H](C2CC2)C[C@H](OCCCCO)O1 | . | -20 | 98 | 109 | 94 | 97 | 97 | 96 | 31 | 0 | 97
COc1ccc(CNC(=O)C(C)NC(=O)c2cc3ccccc3o2)cc1 (stereo unspecified) | -1 | 10 | 109 | 98 | 104 | 102 | 99 | 101 | -1 | -23 | 102
Cc1ccc(S(=O)(=O)N(C)C)cc1NC(=O)COC(=O)CCC(=O)c1cccs1 | -2 | 14 | 103 | 94 | 97 | 98 | 103 | 96 | -3 | -9 | 99
Cc1noc(NS(=O)(=O)c2ccc(NC(=O)c3cnc4scc(C)n4c3=O)cc2)c1C | . | 31 | 97 | 101 | 100 | 94 | 98 | 96 | -1 | -2 | 97
Cc1c(-c2ccccc2)[n+](=O)c(-c2ccco2)c(C)n1[O-] | 9 | -4 | 109 | 99 | 104 | 101 | 95 | 104 | -3 | -10 | 101

Source: PubChem (several laboratories)
